# Screening data as filed in PubChem.
# TRHR agonist: qHTS for Small Molecule Agonists and Allosteric Enhancers of Human TRH Receptor: Primary Screen for Agonists; hit rate 0.18% among 360,000; activation, % at 2 µM; Thyrotropin-releasing hormone receptor (Homo sapiens), P34981; TRHR cells, calcium flux fluo-8, FDSS agonist mode; in the data active = activation above about 30%; note: 0% is about no effect
# Target sequence (P34981 whole entry, looked up): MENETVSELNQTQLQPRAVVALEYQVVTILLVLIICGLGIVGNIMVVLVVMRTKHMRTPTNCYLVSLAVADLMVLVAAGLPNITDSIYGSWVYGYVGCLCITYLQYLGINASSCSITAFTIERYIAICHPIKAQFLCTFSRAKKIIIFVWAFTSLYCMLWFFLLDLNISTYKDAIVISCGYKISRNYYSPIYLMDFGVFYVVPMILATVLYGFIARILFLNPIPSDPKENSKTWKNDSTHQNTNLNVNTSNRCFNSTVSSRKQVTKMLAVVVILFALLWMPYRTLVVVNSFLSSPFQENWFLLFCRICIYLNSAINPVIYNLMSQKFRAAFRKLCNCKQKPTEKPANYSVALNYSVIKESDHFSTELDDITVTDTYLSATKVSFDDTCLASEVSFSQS
#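 In this calcium-flux screen, cells bearing human TRHR are dye-loaded with fluo-8, baselined for 10 cycles, then exposed to library compounds; positive kinetic calcium responses during the agonist phase mark hits, with TRH as control.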
# TrxR1 inh: qHTS Assay for Inhibitors of Mammalian Selenoprotein Thioredoxin Reductase 1 (TrxR1): qHTS; recombinant rTrxR1, NADPH fluorescence consumption, selenite substrate; Potency, µM (doses to about 114 µM), inactives show at the highest dose activity change, negative = inhibition, actives largely listed as inhibitors; hit rate 1% among 390,000; AID 588453, 2011; note: potency is the fitted concentration of half-maximal effect; % is set by controls: 0 for no effect and ±100 for the full control effect; nearly all actives have a fitted effect of over 65% in size
#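 Rat TrxR1 (90 nM in the dispensed reagent) was pre-reduced with 400 uM NADPH for 5 min at room temperature, then incubated with compound for 15 min. After 400 uM selenite was added, NADPH fluorescence (Ex 340/Em 450 nm) was followed for 8 min.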
# TrxR1 substrate: qHTS Assay for Substrates of Mammalian Selenoprotein Thioredoxin Reductase 1 (TrxR1): qHTS. purified TrxR1 substrate turnover, NADPH consumption readout. Potency, µM (highest dose often 114 µM), without a hit: at the top dose activity change, negative = substrate turnover. hit rate 0.01% among 390,000; note: potency is the fitted concentration of half-maximal effect; % is set by controls: 0 for no effect and ±100 for the full control effect; nearly all actives have a fitted effect of over 50% in size
#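 Rat TrxR1, dispensed at 90 nM, was prereduced with 400 uM NADPH (final) for 5 min at ~22 deg C, then incubated with compound 15 min before 400 uM selenite. A first-read NADPH fluorescence drop versus no-compound background flagged substrates.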
# D2 agonist: HTS Assay for Allosteric Agonists of the Human D2 Dopamine Receptor: Primary Screen for Agonists; activation, % at 2 µM; HEK293 T-REx D2 cells, calcium flux agonist mode; hit rate 0.53% among 340,000;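 active = activation over 3 SD above normal in the single-dose calcium agonist read, cut at about 30% in these data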; note: 0% is about no effect
#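 Agonism scored from kinetic calcium signal (1 read/sec, 180 s) following compound pin transfer, after a 10 s baseline. Cells: HEK293 Trex line expressing inducible D2 receptor coupled to calcium, dye-loaded after overnight culture at 30 C.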
# Pin1 inhibitor: qHTS Assay to Find Inhibitors of Pin1; Peptidyl-prolyl cis-trans isomerase NIMA-interacting 1 (Homo sapiens), Q13526; Pin1 FP peptide displacement, HiFluor488, 10 min; Potency, µM (highest dose often 115 µM), for the others: at the top dose activity, negative = inhibition, actives largely listed as inhibitors; hit rate 0.009% among 390,000; AID 504891, 2011; active = well fitted inhibition curve with a large enough effect in the polarisation, with a control signal flat, not every such curve was filed as active; inconclusive = small, poorly fitted or top-dose-only effect, or effect the other way, or a change in a side signal; inactive = no such curve, though single readings can be large or run the other way; the % refers to the polarisation; note: potency is the fitted concentration of half-maximal effect; % is set by controls: 0 for no effect and ±100 for the full control effect
# Target sequence (Q13526 whole entry, looked up): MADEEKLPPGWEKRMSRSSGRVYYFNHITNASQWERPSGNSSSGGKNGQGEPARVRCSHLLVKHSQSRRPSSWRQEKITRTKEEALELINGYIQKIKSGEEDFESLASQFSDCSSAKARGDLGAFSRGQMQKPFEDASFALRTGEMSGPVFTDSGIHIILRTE
# D2 antagonist: HTS Assay for Allosteric Antagonists of the Human D2 Dopamine Receptor: Primary Screen for Antagonists; D(2) dopamine receptor (Homo sapiens), P14416; HEK293 TREx D2 cells, calcium flux, dopamine EC80; inhibition, % at 10 µM; hit rate 2% among 340,000; AID 485344, 2010; in the data active = inhibition above about 30%; note: 0% is about no effect
#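 Dopamine at EC80 is the agonist stimulus; test compounds precede it by 180 s. Calcium flux read kinetically in a force-coupled, inducible HEK293 T-REx D2 cell line.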
# TRHR enhancer: qHTS for Small Molecule Agonists and Allosteric Enhancers of Human TRH Receptor: Primary Screen for Enhancers; TRHR cells, fluo-8 calcium fluorescence, EC20 TRH enhancement; hit rate 0.66% among 360,000; enhancement, % at 2 µM; AID 493056, 2011; in the data active = enhancement above about 30%; note: 0% is about no effect
#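 Enhancer read-out: after compound pinning and an initial kinetic agonist-mode read, an EC20 of TRH (10 nM final) was injected and fluo-8 calcium signal (Ex 480/Em 530) followed at 1 s/cycle for 100 cycles in TRHR-expressing cells.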
# IDH1 R132H inh: qHTS for Inhibitors of mutant isocitrate dehydrogenase 1 (IDH1): qHTS; Isocitrate dehydrogenase [NADP] cytoplasmic (Homo sapiens), O75874; IDH1-R132H enzyme, NADPH consumption, diaphorase/resazurin fluorescence; Potency, µM (highest dose often 76.6 µM), without a hit: at the top dose activity change, negative = inhibition, hits mostly inhibitors; hit rate 0.093% among 390,000; AID 602179, 2012; note: potency is the fitted concentration of half-maximal effect; % is set by controls: 0 for no effect and ±100 for the full control effect; nearly all actives have a fitted effect of over 65% in size
#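 IDH1-R132H (0.5 ug/mL dispensed) in pH 7.5 Tris buffer was preincubated 30 min with compound, then given a substrate mix of 0.016 mM NADPH and 2 mM alpha-KG for 80 min at room temperature; remaining NADPH was read by diaphorase/resazurin fluorescence.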
# USP1-UAF1 inh: Inhibitors of USP1/UAF1: Primary Screen; Potency, µM (top dose mostly 57.1 µM), for inactives: at the highest dose activity change, negative = inhibition, actives largely listed as inhibitors; AID 743255, 2014; hit rate 0.23% among 390,000; recombinant USP1/UAF1, Ub-Rhodamine cleavage fluorescence; Ubiquitin carboxyl-terminal hydrolase 1 (Homo sapiens), O94782; note: potency is the fitted concentration of half-maximal effect; % is set by controls: 0 for no effect and ±100 for the full control effect; nearly all actives have a fitted effect of over 60% in size; inactives centre near -12
#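 1 nM enzyme complex + cpd, 15 min RT; start with Ub-Rho 150nM final; kinetic fluorescence ex 480/em 540, 6 reads q60 s. Buffer 50mM HEPES pH 7.8, 0.5mM EDTA, 0.1 mg/ml BSA, 1mM TCEP, 0.01% Tween-20.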
# Active calls of the source: *; ? = inconclusive; / = not tested or not shown; [ ] = another dose, or the depositor's remark. Unless noted, calls come from the whole dose curve; as a rule, active = well fitted inhibition curve with a large enough effect; inconclusive = small, poorly fitted or top-dose-only effect; inactive = no such curve, though single readings can be large or run the other way. The list is partial (hit frequency here may not be typical).
# Under each structure – TRHR agonist, TrxR1 inh, TrxR1 substrate, D2 agonist, Pin1 inhibitor, D2 antagonist, TRHR enhancer, IDH1 R132H inh, USP1-UAF1 inh
- CC1CCN(C(=O)CN2c3ccc(C(C)C)cc3-c3ccccc3S2(=O)=O)CC1
→ 0.3, 49%[activator], 33%[activator], /, 2%, /, -13, -15%, -23%
- CN1CCN(CC(=O)N(C)c2nc(-c3ccccc3)cs2)CC1
→ 0.3, 16%[57.1 µM], 12%[57.1 µM], 0.0, -2%, 14, -4, 2%, -15%
- COc1ccc(CC(=O)Nc2ccc(-c3cn4ccccc4n3)cc2)cc1
→ 0.1, 29%, 33%[activator], 0.2, ?, 10, 4, 3%, 1%
- CCn1c(C)[n+](Cc2ccccc2)c2ccc(C(=O)OC)cc21
→ -0.2, 8%[57.1 µM], 4%[57.1 µM], -1.1, 0%, -8, 0, 12%, 1%
- CCCCN(C)S(=O)(=O)c1ccc(C(=O)Nc2nnc(-c3ccco3)o2)cc1
→ -1.0, -6%, -8%, -1.3, -2%, 9, -2, -5%, -7%
- CC1(C)CC2(CC(c3ccccc3)Oc3cc(O)ccc32)NC(=S)N1 (stereo unspecified)
→ 0.4, -5%, 2%, 0.3, 6%, -2, 11, 0%, -12%

# 6 successive records out of the list so far, for reference:
# Under each structure – TRHR agonist, TrxR1 inh, TrxR1 substrate, D2 agonist, Pin1 inhibitor, D2 antagonist, TRHR enhancer, IDH1 R132H inh, USP1-UAF1 inh
- CC1CCN(C(=O)CN2c3ccc(C(C)C)cc3-c3ccccc3S2(=O)=O)CC1
→ 0.3, 49%[activator], 33%[activator], /, 2%, /, -13, -15%, -23%
- CN1CCN(CC(=O)N(C)c2nc(-c3ccccc3)cs2)CC1
→ 0.3, 16%[57.1 µM], 12%[57.1 µM], 0.0, -2%, 14, -4, 2%, -15%
- COc1ccc(CC(=O)Nc2ccc(-c3cn4ccccc4n3)cc2)cc1
→ 0.1, 29%, 33%[activator], 0.2, ?, 10, 4, 3%, 1%
- CCn1c(C)[n+](Cc2ccccc2)c2ccc(C(=O)OC)cc21
→ -0.2, 8%[57.1 µM], 4%[57.1 µM], -1.1, 0%, -8, 0, 12%, 1%
- CCCCN(C)S(=O)(=O)c1ccc(C(=O)Nc2nnc(-c3ccco3)o2)cc1
→ -1.0, -6%, -8%, -1.3, -2%, 9, -2, -5%, -7%
- CC1(C)CC2(CC(c3ccccc3)Oc3cc(O)ccc32)NC(=S)N1 (stereo unspecified)
→ 0.4, -5%, 2%, 0.3, 6%, -2, 11, 0%, -12%
